High-throughput results: PubChem, several laboratories
GlmU inhibition – inhibition of mycobacterial GlmU enzyme – biochemical, glucosamine-1-phosphate acetyltransferase (AID 1376). M. tuberculosis GlmU acetyltransferase enzyme assay; higher % means a stronger effect. inhibition, %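 (tested at 30 µM in the primary screen)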; hits with a dose series show IC50 in µM. actives 0.25% (n = 220,000); in the data active = inhibition above about 13%;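 also: 0% = complete reaction with vehicle and 100% = reaction without substrate; strong numbers were not always called active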
Mtb RmlCD inh – blocks M. tuberculosis RmlC and RmlD coupled enzymes | inhibition, % at 3.6 µM | P9WH09+P9WH11 | RmlC+RmlD coupled enzyme assay, percent inhibition; primary screen in compound mixtures | actives 0.03% (n = 160,000); in the data active = inhibition mostly above about 34%, no sharp cut-off; also: some results filed as inactive read as strong as hits
Target sequence (P9WH09 whole entry, looked up): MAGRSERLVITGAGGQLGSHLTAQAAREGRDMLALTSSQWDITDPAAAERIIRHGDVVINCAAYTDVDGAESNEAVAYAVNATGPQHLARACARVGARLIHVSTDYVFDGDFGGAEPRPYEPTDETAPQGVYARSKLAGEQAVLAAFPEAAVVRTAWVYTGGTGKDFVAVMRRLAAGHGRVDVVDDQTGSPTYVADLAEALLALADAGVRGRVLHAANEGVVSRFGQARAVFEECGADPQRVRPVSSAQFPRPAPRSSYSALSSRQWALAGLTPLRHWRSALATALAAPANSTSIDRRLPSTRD
Target sequence (P9WH11 whole entry, looked up): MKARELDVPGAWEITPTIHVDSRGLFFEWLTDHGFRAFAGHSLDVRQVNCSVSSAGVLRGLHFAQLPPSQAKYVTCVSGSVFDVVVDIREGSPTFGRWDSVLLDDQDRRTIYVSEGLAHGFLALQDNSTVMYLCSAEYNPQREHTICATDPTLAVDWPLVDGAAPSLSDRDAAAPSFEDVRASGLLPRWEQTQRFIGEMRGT
* hit, by the source's call. Some of the compounds tested; the hit share may differ from the screen's.

What do the screens show for `Cc1cc(C)c(NC(=O)CSc2nc(COc3ccccc3)nc3ccccc23)c(C)c1`?
GlmU inhibition: 3.2%

How did O=C(Nc1ccc(-c2csc(Nc3ccccc3)n2)cc1)c1cccc(C(F)(F)F)c1 do in these assays?
GlmU inhibition: -3.0%

Results for CCOC(=O)c1cnc2c(-c3ccccc3)cnn2c1C ?
GlmU inhibition: -2.0%; Mtb RmlCD inh: 10

What do the screens show for `CC1(C)Cc2c(cnn2-c2ccccc2)C(=O)/C1=N\NC(=O)c1ccccc1O`?
GlmU inhibition: 1.6%

What do the screens show for `O=C(NC(NC(=S)Nc1ccccc1C(=O)O)C(Cl)(Cl)Cl)c1ccco1` (centres undefined)?
GlmU inhibition: 1.8%

Results for CCc1cccc2c(C#N)cn(CC(=O)N3CCOCC3)c12 ?
GlmU inhibition: 2.8%; Mtb RmlCD inh: 5

How did Cc1ccc(CN2C(=O)C3CCCN3c3ccc(S(=O)(=O)N4CCOCC4)cc32)cc1 (centres undefined) do in these assays?
GlmU inhibition: 1.8%; Mtb RmlCD inh: 70

Results for COc1c2ccoc2nc2c(OC)c(OCC(OC(C)=O)C(C)(C)O)ccc12 (centres undefined) ?
Mtb RmlCD inh: -14

How did Cn1cnnc1SCC(=O)N1CCN(C(=O)c2ccco2)CC1 do in these assays?
GlmU inhibition: 3.9%; Mtb RmlCD inh: -10

How did CC(C)NCC(O)COc1ccc(CCOCC2CC2)cc1 (centres undefined) do in these assays?
GlmU inhibition: -9.8%; Mtb RmlCD inh: -7

How did N/C(COc1cc(Cl)cc(Cl)c1)=N\O do in these assays?
GlmU inhibition: 3.8%; Mtb RmlCD inh: 9

How did CCC(=O)OCCNc1cc(Sc2nc3ccccc3[nH]2)c2nonc2c1[N+](=O)[O-] do in these assays?
GlmU inhibition: 11%; Mtb RmlCD inh: 3

How did O=[N+]([O-])c1ccc2c(c1)nc1n2CCN(CC2CCCO2)C1 (centres undefined) do in these assays?
GlmU inhibition: 1.1%

How did C=CCN1C(=O)/C(=C2/Sc3ccc(OC)cc3N2C)SC1=Nc1ccccc1 do in these assays?
GlmU inhibition: 1.7%; Mtb RmlCD inh: 8

What do the screens show for `O=C(c1ccc(NC2=NC3CS(=O)(=O)CC3S2)cc1)N1CCN(Cc2ccccc2)CC1` (centres undefined)?
GlmU inhibition: 1.3%

Results for CS(=O)(=O)N(CC(=O)Nc1ccc2c(c1)OCO2)c1ccccc1 ?
GlmU inhibition: -5.2%; Mtb RmlCD inh: -3

What do the screens show for `OC(CNC1Cc2ccccc2C1)COc1ccc(F)cc1` (centres undefined)?
GlmU inhibition: -8.5%; Mtb RmlCD inh: 19

What do the screens show for `O=C(O)c1ccccc1C(=O)Nc1ccc(Oc2cccc(C(F)(F)F)c2)nc1`?
GlmU inhibition: -3.2%; Mtb RmlCD inh: -1

What do the screens show for `O=C(CCn1c(=O)oc2ccccc21)N(Cc1ccccc1)c1ccccc1`?
GlmU inhibition: -6.6%

What do the screens show for `O=C(Nc1ccccn1)c1cc(-c2cccnc2)nc2ccc(Br)cc12`?
GlmU inhibition: 1.7%; Mtb RmlCD inh: -7

What do the screens show for `CC(C(=O)Nc1cccc([N+](=O)[O-])c1)N1CCN(C/C=C/c2ccccc2)CC1` (centres undefined)?
GlmU inhibition: -0.6%; Mtb RmlCD inh: -9

What do the screens show for `CCCn1c(=S)[nH]c2cc(Cl)ccc21`?
GlmU inhibition: -0.3%; Mtb RmlCD inh: -9

What do the screens show for `CSc1nc(C)cc(-n2ccc(=O)[nH]c2=O)n1`?
GlmU inhibition: -5.4%

What do the screens show for `O=C(c1ccccc1)N1CCN(S(=O)(=O)c2ccccc2)CC1`?
GlmU inhibition: 8.1%; Mtb RmlCD inh: 6

Results for COc1cc(C2c3sc(=O)[nH]c3SC3C(=O)N(c4ccc(Br)cc4)C(=O)C32)ccc1O (centres undefined) ?
GlmU inhibition: 1.8%

Results for Cc1cc2oc(=O)cc(CN3CCN(Cc4ccc5c(c4)OCO5)CC3)c2cc1C ?
GlmU inhibition: 1.7%; Mtb RmlCD inh: 4

How did Oc1ccc(-c2csc(-c3ccccc3)n2)cc1O do in these assays?
GlmU inhibition: 6.0%

Results for COc1ccccc1C(=O)Nc1ccc(C(=O)/C=C/c2cccs2)cc1 ?
GlmU inhibition: 8.9%; Mtb RmlCD inh: -3

What do the screens show for `COc1ccc(-c2nnn(CC#N)n2)cc1OC`?
GlmU inhibition: -3.3%; Mtb RmlCD inh: 68

Results for Cc1cccc(NC(=O)C2Cc3ccccc3CN2C(=O)OCc2ccccc2)c1C (centres undefined) ?
GlmU inhibition: -5.3%; Mtb RmlCD inh: -6

Results for Cc1ccc(Cc2nc(-c3cccc(C)c3)no2)cc1 ?
GlmU inhibition: -4.1%; Mtb RmlCD inh: 1

What do the screens show for `N#CC(=NCc1cccnc1)C1=C(O)c2ccccc2C1=O`?
GlmU inhibition: 1.7%; Mtb RmlCD inh: -9

Results for Cc1onc(-c2ccccc2)c1C(=O)Nc1sc2c(c1C#N)CCC(C)C2 (centres undefined) ?
GlmU inhibition: 3.8%

Results for O=C(NNC(=O)C12CC3CC(CC(C3)C1)C2)c1cnccn1 ?
GlmU inhibition: 0.0%; Mtb RmlCD inh: 7

What do the screens show for `Cc1cc(C(=O)COC(=O)c2ccc[nH]c2=O)c(C)n1-c1ccc(F)cc1`?
GlmU inhibition: 2.4%; Mtb RmlCD inh: -11

What do the screens show for `Clc1ccc(-c2cc(-c3nnc4n3CCCCC4)c3ccccc3n2)cc1`?
GlmU inhibition: -1.8%; Mtb RmlCD inh: -7

How did O=C1CNC(=S)N1CCc1ccc(O)c(O)c1 do in these assays?
GlmU inhibition: -5.6%; Mtb RmlCD inh: -1

How did CNc1cc(N2CCCC2)ccc1[N+](=O)[O-] do in these assays?
GlmU inhibition: 4.7%; Mtb RmlCD inh: 3

Results for O=C(N[C@@H](Cc1ccccc1)C(=O)OCc1ccccc1)c1nc[nH]c1C(=O)N1CCc2ccccc2C1 ?
GlmU inhibition: 3.0%; Mtb RmlCD inh: 5

Results for COc1ccccc1CN1CCN(Cc2nc(-c3ccccc3)no2)CC1 ?
GlmU inhibition: -5.3%

Part of the list above in order of length of the SMILES, smallest number first:
What do the screens show for `CCCn1c(=S)[nH]c2cc(Cl)ccc21`?
GlmU inhibition: -0.3%; Mtb RmlCD inh: -9

How did O=C1CNC(=S)N1CCc1ccc(O)c(O)c1 do in these assays?
GlmU inhibition: -5.6%; Mtb RmlCD inh: -1

How did Oc1ccc(-c2csc(-c3ccccc3)n2)cc1O do in these assays?
GlmU inhibition: 6.0%

What do the screens show for `CSc1nc(C)cc(-n2ccc(=O)[nH]c2=O)n1`?
GlmU inhibition: -5.4%

What do the screens show for `N#CC(=NCc1cccnc1)C1=C(O)c2ccccc2C1=O`?
GlmU inhibition: 1.7%; Mtb RmlCD inh: -9

Results for COc1ccccc1CN1CCN(Cc2nc(-c3ccccc3)no2)CC1 ?
GlmU inhibition: -5.3%

What do the screens show for `Clc1ccc(-c2cc(-c3nnc4n3CCCCC4)c3ccccc3n2)cc1`?
GlmU inhibition: -1.8%; Mtb RmlCD inh: -7

Results for Cc1cccc(NC(=O)C2Cc3ccccc3CN2C(=O)OCc2ccccc2)c1C (centres undefined) ?
GlmU inhibition: -5.3%; Mtb RmlCD inh: -6

What do the screens show for `Cc1cc(C(=O)COC(=O)c2ccc[nH]c2=O)c(C)n1-c1ccc(F)cc1`?
GlmU inhibition: 2.4%; Mtb RmlCD inh: -11

Results for COc1cc(C2c3sc(=O)[nH]c3SC3C(=O)N(c4ccc(Br)cc4)C(=O)C32)ccc1O (centres undefined) ?
GlmU inhibition: 1.8%

Results for O=C(N[C@@H](Cc1ccccc1)C(=O)OCc1ccccc1)c1nc[nH]c1C(=O)N1CCc2ccccc2C1 ?
GlmU inhibition: 3.0%; Mtb RmlCD inh: 5

New compounds follow.
Results for Nc1ccccc1C(=O)OCC(=O)Nc1ccc(Br)cc1F ?
GlmU inhibition: 4.9%; Mtb RmlCD inh: -9

What do the screens show for `CCN(CC)c1ccc(/C=C2\NC(=O)NC2=O)cc1`?
GlmU inhibition: -5.7%

Results for CN(CC(=O)Nc1ccccc1C(F)(F)F)C(=O)CSc1nnnn1C ?
GlmU inhibition: 1.6%; Mtb RmlCD inh: 5

Results for COc1ccc(CC(=O)OCc2nnc(-c3ccccc3)o2)cc1 ?
GlmU inhibition: -4.2%; Mtb RmlCD inh: 15

How did CCCS(=O)(=O)N1CCN(C(=O)COc2ccccc2)CC1 do in these assays?
GlmU inhibition: 2.5%; Mtb RmlCD inh: -11

How did O=C(NCc1ccco1)C(c1ccco1)N(CCc1ccccc1)C(=O)Cn1nnc2ccccc21 (centres undefined) do in these assays?
GlmU inhibition: 7.1%; Mtb RmlCD inh: -7

How did CC(=O)Nc1ccc(S(=O)(=O)NCc2ccc(C(=O)NC(C)c3ccccc3)cc2)cc1 (centres undefined) do in these assays?
GlmU inhibition: 6.5%

What do the screens show for `O=C(O)CCC(=O)NNC(=O)c1cccc(Br)c1`?
GlmU inhibition: 1.7%; Mtb RmlCD inh: -2

How did CCc1ccc(N2C(=O)NC(=O)/C(=C\C=C\c3ccco3)C2=O)cc1 do in these assays?
GlmU inhibition: 3.9%

How did COCCNC(=O)C(=O)N/N=C(\C)CC(=O)Nc1cccnc1 do in these assays?
GlmU inhibition: -3.1%; Mtb RmlCD inh: 5

What do the screens show for `COC(=O)c1sccc1Oc1ccc(Cl)cc1N1C(=O)CCC1=O`?
GlmU inhibition: 4.3%; Mtb RmlCD inh: -2

Results for COc1ccc(-n2ncc3c(SCC(=O)N4CCN(c5ccccc5OC)CC4)ncnc32)cc1 ?
GlmU inhibition: -0.2%; Mtb RmlCD inh: -5

How did COc1ccc(CCC(=O)NCCc2nc3ccccc3[nH]2)cc1 do in these assays?
GlmU inhibition: 1.8%; Mtb RmlCD inh: 3

Results for Cc1cccc(NC(=O)CSc2nnc(CNC(=O)c3ccc(S(=O)(=O)N(C)C)cc3)n2-c2cccc(C)c2)c1 ?
GlmU inhibition: -1.7%; Mtb RmlCD inh: 3

Results for CCOc1c(O)ccc(C2NC(=O)N(C)C(C)=C2C(=O)OC)c1[N+](=O)[O-] (centres undefined) ?
GlmU inhibition: -3.8%; Mtb RmlCD inh: -2

What do the screens show for `Cc1cc(C)n(-c2c(F)c(F)c(CO)c(F)c2F)n1`?
GlmU inhibition: 4.0%; Mtb RmlCD inh: -2

Results for CC(C)N(Cc1nc(-c2ccccc2)no1)C(=O)CSc1ccccc1 ?
GlmU inhibition: 6.8%

How did CCOC(=O)Nc1n[nH]c(NC(=O)OCC)c1[N+](=O)[O-] do in these assays?
GlmU inhibition: 0.6%; Mtb RmlCD inh: -8

Results for COC(=O)c1cnn(-c2cc(Oc3ccccc3)ncn2)c1N ?
GlmU inhibition: 2.7%; Mtb RmlCD inh: 8

How did COc1ccc(OCCC(=O)Nc2cc(C)on2)cc1 do in these assays?
GlmU inhibition: -1.1%; Mtb RmlCD inh: -9

Results for COc1cccc(-n2nc(-c3ccnn3-c3ccc(C)cc3)c(=O)n(C)c2=O)c1 ?
GlmU inhibition: -4.3%; Mtb RmlCD inh: 9

How did O=S(=O)(c1cccc(-c2cn3cccnc3n2)c1)N1CCCCCC1 do in these assays?
GlmU inhibition: -4.6%; Mtb RmlCD inh: 6

How did COC(=O)c1ccc(CSc2nc3c(cnn3-c3ccc(C)c(C)c3)c(=O)[nH]2)o1 do in these assays?
GlmU inhibition: 0.1%; Mtb RmlCD inh: -4

What do the screens show for `COc1ccc(-c2coc3c(CN4CCCCC4)c(O)c(CN4CCCCC4)c(O)c3c2=O)cc1`?
GlmU inhibition: -4.5%; Mtb RmlCD inh: -27

Results for CC(C)[C@H](NC(=O)c1ccccc1)C(=O)OCC(=O)NCCC1=CCCCC1 ?
GlmU inhibition: -6.3%; Mtb RmlCD inh: -9

What do the screens show for `CCN1CCN(CC(=O)c2ccc(OC)cc2)CC1`?
GlmU inhibition: -4.6%; Mtb RmlCD inh: -4

Results for C[C@@H]1NC(=O)c2cc([N+](=O)[O-])cc(I)c2NCC[C@@H](C(N)=O)NC(=O)[C@H](CC(N)=O)NC1=O ?
GlmU inhibition: 1.9%

What do the screens show for `COc1ccc2nc(NC(=O)CCNC(=O)c3ccccc3Cl)sc2c1`?
GlmU inhibition: -3.8%; Mtb RmlCD inh: -5

Results for CCc1cc(-c2n[nH]c(C)c2-c2nc3ccccc3n2C)c(O)c(CN2CCN(C)CC2)c1O ?
GlmU inhibition: 8.1%; Mtb RmlCD inh: -1

Results for Cc1ccc(S(=O)(=O)[N-]c2nc3ccccc3nc2-[n+]2cc(C)cc(C)c2)cc1 ?
GlmU inhibition: 11%; Mtb RmlCD inh: -12

Results for O=S(=O)(c1cnccc1N1CCN(/N=C/c2ccccc2)CC1)N1CCCCC1 ?
GlmU inhibition: 0.5%

Results for CCC(C)Oc1nc2ccccc2nc1NS(=O)(=O)c1ccccc1 (centres undefined) ?
GlmU inhibition: -4.8%; Mtb RmlCD inh: -16

How did COc1cc(OC)c2c(C)c(Cl)c(=O)oc2c1 do in these assays?
GlmU inhibition: 1.6%; Mtb RmlCD inh: 2

What do the screens show for `Cc1ccc(/C=N/NC(=O)CN(Cc2ccccc2)S(=O)(=O)c2ccc3c(c2)OCCO3)cc1`?
GlmU inhibition: -0.8%

What do the screens show for `Cc1onc(-c2c(F)cccc2Cl)c1C(=O)c1ccccc1`?
GlmU inhibition: -1.9%; Mtb RmlCD inh: -9

How did O=C(NC(=S)NCCC1=CCCCC1)c1cccnc1 do in these assays?
GlmU inhibition: -5.9%; Mtb RmlCD inh: -6

How did Cc1ccc(/C(O)=C2\C(=O)C(=O)N(c3cc(C)on3)C2c2cccc(Br)c2)cc1 (centres undefined) do in these assays?
GlmU inhibition: 0.6%; Mtb RmlCD inh: -1

What do the screens show for `O=C(Nc1ccccc1N1CCOCC1)c1ccc([N+](=O)[O-])cc1`?
GlmU inhibition: -2.2%
